Screens: PubChem BioAssay, National Center for Advancing Translational Sciences (NCATS)
TbPYK inhibitor – T. brucei pyruvate kinase inhibition. Q57TT1. TbPYK enzyme, Kinase-Glo Plus ATP luminescence, 45 min. Potency, µM (doses to about 76.8 µM), for inactives: at the top dose activity, negative = inhibition, most hits filed as inhibitors. 410,000 tested, 0.12% active. AID 624173; also: potency is read from the fitted curve at half-maximal effect; nearly all actives have a fitted effect of over 50% in size
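Activity of T. brucei pyruvate kinase was followed by Kinase-Glo Plus luminescence after the enzyme reacted 45 min at room temperature with 130 uM ADP (final) and substrate. Test compounds were added before ADP at multiple concentrations.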
LmPK inh – inhibitors of Leishmania mexicana pyruvate kinase; 290,000 tested, 0.37% active; AID 1721; Potency, µM (top dose mostly 57.5 µM), for inactives: at the highest dose activity change, negative = inhibition, actives largely listed as inhibitors; purified LmPK, Kinase-Glo ATP luminescence, 1 h; also: potency is read from the fitted curve at half-maximal effect
Target sequence (Q27686 whole entry, looked up): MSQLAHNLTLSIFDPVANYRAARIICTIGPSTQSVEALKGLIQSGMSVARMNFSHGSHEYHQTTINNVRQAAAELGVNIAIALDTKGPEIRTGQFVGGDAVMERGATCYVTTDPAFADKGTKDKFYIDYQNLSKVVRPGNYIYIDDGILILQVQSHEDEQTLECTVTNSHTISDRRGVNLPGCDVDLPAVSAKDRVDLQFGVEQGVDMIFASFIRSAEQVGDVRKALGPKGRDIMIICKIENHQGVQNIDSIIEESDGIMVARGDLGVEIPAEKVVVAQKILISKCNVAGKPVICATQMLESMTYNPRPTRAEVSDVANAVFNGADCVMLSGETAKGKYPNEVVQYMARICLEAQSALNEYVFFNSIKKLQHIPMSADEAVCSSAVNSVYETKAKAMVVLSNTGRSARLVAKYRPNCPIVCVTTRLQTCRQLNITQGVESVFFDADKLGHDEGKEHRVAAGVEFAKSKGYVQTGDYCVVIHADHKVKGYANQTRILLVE
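qHTS format; LmPK 0.1 nM; substrates PEP 0.5 mM and ADP 0.1 mM. One-hour room-temperature incubation, then coupled luciferase luminescence; 0.5 nM enzyme wells mark activation.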
AmpC no deterg – inhibitors of E. coli AmpC beta-lactamase without detergent. P00811. AmpC nitrocefin hydrolysis, absorbance 480 nm, 0.0001% Triton. Potency, µM (doses to about 57.1 µM), for inactives: at the top dose activity change, negative = inhibition, hits mostly inhibitors. 330,000 tested, 0.52% active;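 also: potency is read from the fitted curve at half-maximal effect; plate controls were no compound for no effect and no enzyme for full effect; nearly all actives have a fitted effect of over 20% in size; some results filed as inactive show a strong effect at the top dose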
Target sequence (P00811 whole entry, looked up): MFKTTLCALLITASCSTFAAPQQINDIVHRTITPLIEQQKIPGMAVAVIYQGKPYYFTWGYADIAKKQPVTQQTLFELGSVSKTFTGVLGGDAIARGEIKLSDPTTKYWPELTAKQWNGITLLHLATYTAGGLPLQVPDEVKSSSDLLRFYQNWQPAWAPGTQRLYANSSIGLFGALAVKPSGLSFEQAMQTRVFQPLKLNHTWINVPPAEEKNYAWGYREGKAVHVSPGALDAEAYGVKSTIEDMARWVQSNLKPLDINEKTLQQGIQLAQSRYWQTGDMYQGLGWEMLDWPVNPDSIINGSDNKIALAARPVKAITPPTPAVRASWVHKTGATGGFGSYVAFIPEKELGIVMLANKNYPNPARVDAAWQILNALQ
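AmpC (5.3 nM in the dispensed reagent) in 20 mM phosphate pH 7.0 with 0.01% (detergent screen) or 0.0001% Triton X-100 was preincubated with compounds for 15 min at room temperature. Nitrocefin was then added from an 800 uM solution, and hydrolysis was followed at 480 nm.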
AMA1 RON2 block – disrupts binding of P. falciparum AMA1 to RON2 | AlphaScreen AMA1-biotinylated RON2 peptide binding | Potency, µM (titrated, usually from 58.2 µM), for the others: at the top dose activity change, negative = inhibition, actives largely listed as inhibitors | 360,000 tested, 0.2% active | AID 720542;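 also: potency is read from the fitted curve at half-maximal effect; 0% = vehicle wells and -100% = peptide control; nearly all actives have a fitted effect of over 45% in size; some results filed as inactive show a strong effect at the top dose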
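AMA1 (3D7) with his tag at 25 nM final met compounds first, then biotinylated RON2 peptide at 25 nM; detection used donor plus acceptor beads, 10 µg/mL apiece, read by AlphaScreen after 30 min at room temperature.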
HCV inh – HCV inhibition | Potency, µM (doses to about 41.8 µM), inactives show top-dose activity change, negative = inhibition, usual class: inhibitors | 340,000 tested, 3.4% active | Huh7.5.1 HCVcc-Cre infection, luciferase reporter, 44 h; also: potency is read from the fitted curve at half-maximal effect
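Antiviral activity was scored by luciferase reporter output from cells infected with HCVcc-Cre (~0.5 moi) in presence of compound, 44 h infection period, cells seeded 1,000/well 4 h prior.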
HCMV inh – blocks human cytomegalovirus replication | 410,000 tested, 4.5% active | activity change, negative = inhibition, % at 57.5 µM | HFF cells, HCMV-luciferase reporter, 72 h; stronger effect = lower value; in the data active = activity change below about -60%; inconclusive = no clear call, values can overlap the other calls; inactive = above about -39%
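Inhibition of viral replication was scored as loss of reporter luminescence in HFFs infected with HCMV-luciferase (MOI 1 PFU/cell) for 72 h; compounds tested at 2 doses, normalized to buffer and Salinomycin controls.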
AmpC detergent – blocks E. coli AmpC beta-lactamase in detergent assay. P00811. AmpC hydrolysis of nitrocefin, absorbance 480 nm, 0.01% Triton. Potency, µM (doses to about 114 µM), for inactives: at the top dose activity change, negative = inhibition, hits mostly inhibitors. 370,000 tested, 0.041% active. AID 485294;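 also: potency is read from the fitted curve at half-maximal effect; 0% = no-compound wells and -100% = no-enzyme wells; nearly all actives have a fitted effect of over 25% in size; some results filed as inactive show a strong effect at the top dose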
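20 mM phosphate pH 7.0 + 0.01% (detergent screen) or 0.0001% Triton X-100; 5.3 nM AmpC reagent; cpd preinc 15 min RT; nitrocefin (800 uM stock) to start; A480 q20 s × 4 min; Activity was normalised to no-enzyme and no-compound control wells.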
The depositor's hits bear a star; ? = inconclusive; . = not tested or not shown; & = joins results of further samples; [ ] = another dose, or the depositor's remark. Unless noted, calls follow the shape of the dose curve; as a rule, active = well fitted curve in the direction sought with a large enough effect; inconclusive = small, poorly fitted or top-dose-only effect, or another doubt; inactive = no such curve, though single readings can be large; an effect the other way counts as inactive or inconclusive. Unless noted, % is scaled to controls: 0 for no effect and ±100 for the full control effect.

molecule,TbPYK inhibitor,LmPK inh,AmpC no deterg,AMA1 RON2 block,HCV inh,HCMV inh,AmpC detergent
O=[N+]([O-])c1ccc(Nc2nccc(Cl)n2)cc1,-4%,.,.,2%,-8%,?,.
Nn1cnc2c([nH]c3ccccc32)c1=O,-6%,-3%,-13%,3%,24%,37,-5%
CCOc1ccc(OC(=O)NC(c2ccccc2)C(Cl)(Cl)Cl)cc1 (stereo not drawn),-1%,2%,-30%,4%,1%,-17,?
COc1ccc(CNC(=O)CC[C@H]2O[C@@H](n3cc(C)c(=O)[nH]c3=O)C[C@@H]2O)cc1,4%,.,.,0%,.,0,.
CCOc1ccc(C2C(C(=O)c3ccc(C)o3)=C(O)C(=O)N2c2nc(C)c(C(=O)OC)s2)cc1 (stereo not drawn),0%,5%,-30%,93%[activator],-11%,-26,-12%
CCN(CC)C(=O)c1ccc(NC(=O)c2ccc(-n3cncn3)c([N+](=O)[O-])c2)cc1,-2%,.,15%,-6%,16%,4,?
CCCN1C(=S)SC(C)(C)C1/[N+]([O-])=C/c1cccnc1 (stereo not drawn),1%,-2%,-4%,-10%,14%,5,-11%
CCn1c(CNC(=O)c2ccco2)nnc1SCC(=O)Nc1cc(C)c(C)cc1Br,-7%,-7%,14%,-5%,?,-6,?
C=C(C)c1cccc(C(C)(C)NC(=O)N2CCN(C(=O)OCC)CC2)c1,0%,.,.,8%,.,-5,.
Cc1ccc(CN2CCCC(CO)(Cc3ccccc3C)C2)s1 (stereo not drawn),-19%,17%,1%,-15%,1%,-32,7%
CN(CC(=O)Nc1cccc(F)c1)C(=O)c1cc(=O)[nH]c2ccccc12,-1%,.,-19%,3%,5%,-37,-21%
CCn1c(CN2CCN(c3ccc(OC)cc3)CC2)nc2cc(S(=O)(=O)N(C)C)ccc21,-6%,0%,71%[activator],-4%,?,-39,-1%
COc1ccccc1CNC(=O)C1CCN(S(=O)(=O)c2c(C)noc2C)CC1,-1%,1%,1%,-9%,4%,-6,-14%
C[C@H](CO)N1C[C@H](C)[C@@H](CN(C)S(=O)(=O)c2ccc(C#N)cc2)OCc2cnnn2CCCC1=O,4%,.,.,11%,.,1,.
COc1cccc(CNc2ncc(-c3ccc(Br)cc3)n2C)c1,1%,.,.,.,.,-27,-5%
CCCC(=O)NCc1nc2cccnc2n1Cc1ccc(F)cc1,-5%,.,.,.,.,5,5%
NS(=O)(=O)c1ccc(NC(=O)CSc2nnc(-c3ccc(O)cc3)o2)cc1,-5%,4%,-36%,24%,-8%,-19,-5%
COc1cc(C2CC(C(F)(F)F)n3ncc(C(=O)O)c3N2)cc(OC)c1OC (stereo not drawn),.,0%,3%,1%,-7%,-8,-12%
N#Cc1ccc(CN(Nc2ccccc2)c2ccccc2)cc1,1%,.,.,-2%,.,-15,.
CCCc1cc(CN2CCOCC2)c(O)c(CN2CCOCC2)c1O,-20%,.,.,-1%,26%,-23,.
Cn1c2ccccc2c2cnn(CC(=O)N3CCC4(CC3)OCCO4)c(=O)c21,.,4%,14%,.,.,.,-1%
O=C(Nc1cccc2cccnc12)c1ccc(Cl)cc1,-1%,-3%,-32%,16%,-4%,103,?
Cc1cc(Br)c(OCc2ccc(C(=O)N/N=C3\CC4CC=CC34)cc2)c(Br)c1 (stereo not drawn),1%,-3%,-18%,85%[activator],?,-23,?
Cc1cccc(CN2CCN(C3CN(Cc4cn(Cc5ccccc5C(F)(F)F)nn4)S(=O)(=O)C3)CC2)c1 (stereo not drawn),0%,.,.,-6%,.,-28,.
C/C(=N\OC(=O)Nc1ccccc1)c1ccc(C)cc1,-12%,.,.,-4%,-13%,60,.
CCOc1ccc(CNC(=O)c2cccc(NC(=O)N3CCSc4ncccc43)c2)cc1,-1%[15.4 µM],.,.,.,.,?,18%
CC(OC(=O)c1ccccc1N1C(=O)C2C3CCC(C3)C2C1=O)C(=O)c1ccccc1 (stereo not drawn),-18%,0%,26%,-4%,-20%,-38,4%
O=C(Nc1ccccc1)N1CCN(C2c3ccccc3-c3ccccc32)CC1,2%,0%,1%,-5%,?,?,-3%
COc1ccc(NS(=O)(=O)c2cccc(C(=O)NC3CCC(O)CC3)c2)cc1 (stereo not drawn),7%,9%,-27%,24%,4%,-11,?
O=C(CSc1ncccc1-c1nc2ccccc2[nH]1)N1CCN(c2ccccc2F)CC1,-1%,3%,-4%,-2%,?,-14,1%
Cc1[nH]n(-c2ccccc2)c(=O)c1/C=N/Nc1nncc(-c2ccccc2)n1,1%,-18%,-26%,-93%,0.56µM*,-99*,1%
COc1cc(C(=O)Nc2cc(S(=O)(=O)N3CCOCC3)ccc2N2CCOCC2)cc(OC)c1C,0%,.,.,-9%,-11%,-22,.
CCC(C)NC(=O)c1c(C)cc(=O)oc1C (stereo not drawn),-2%,-6%,-1%,-3%,-2%,-4,-9%
O=C(CN1CCc2ccccc21)NCc1ccc2c(c1)OCO2,2%,-1%,-20%,-7%,?,32,-9%
COc1ccc(Nc2c[nH]c(=O)[nH]c2=O)cc1,-19%,.,.,0%,22%,-3,.
O=C(c1ccc(N2CCCC2)c([N+](=O)[O-])c1)N1CCc2ccccc2C1,-9%,.,-3%,?,?,?,-17%
Cc1ccc(F)cc1NC(=O)CSCc1nc2sc(C)c(C)c2c(=O)[nH]1,3%,.,-15%,11%,-11%,-11,-2%
CCn1nc(C(=O)OCC(=O)N2CCc3ccccc32)c2ccccc2c1=O,-1%,1%,73%[activator],4%,-3%,61,-5%
CC(C)C(NC(=O)c1cccc(S(=O)(=O)N2CCOCC2)c1)C(=O)NCCc1ccccn1 (stereo not drawn),-7%,4%,-6%,26%,4%&-4%,4,-5%
Cc1cc(Cl)ccc1OCC(=O)Nn1c(C)ccc1C,-12%,5%,-15%,21%,-8%,20,2%
Cc1cccc(-n2c(C)cc(/C=N/n3cnnc3)c2C)c1,-6%,1%,1%,11%,-11%,-31,-1%
C(#CCN1CCOCC1)COCc1ccccc1,5%,4%,-1%,-4%,5%,38,-11%
Cc1cc(C)c(S(=O)(=O)Nc2nnc(C)s2)c(C)c1,?,6%,-29%,5%,17%,-4,1%
COc1cc(/C=C/C(=O)O)cc(S(=O)(=O)Nc2ccc3nc(C)sc3c2)c1OC,-9%,7%,-8%,0%,0%,?,-11%
CC(C)(C)NC(=O)Cn1cnc([N+](=O)[O-])n1,0%,1%,-10%,0%,14%,36,-5%
COC(=O)C1=C(c2ccc(S(C)(=O)=O)cc2)C[C@@H]2CC[C@H]1N2C(=O)NCc1cccc2ccccc12,3%,.,.,-3%,?,2,.
CCC1C(O)=C(c2ccccn2)C(=N)N1c1ccccc1 (stereo not drawn),2%,-3%,-35%,10%,-25%,60,?
O=c1[nH]c(CN2CCNCC2)nc2ccccc12,6%,3%,-4%,19%,10%,58,?
CCc1nnc(SCC(=O)Nc2ccc(C(C)=O)cc2)nc1CC,6%,-2%,-43%,6%,3%,-3,0%
CCOC(=O)c1c(S(=O)(=O)NCC(=O)N2CCN(c3ccc(F)cc3)CC2)c(C)n(C)c1C,2%,0%,117%[activator],1%,-24%,-18,2%

The list continues.
molecule,TbPYK inhibitor,LmPK inh,AmpC no deterg,AMA1 RON2 block,HCV inh,HCMV inh,AmpC detergent
Cc1sc(NC(=O)C2CCCCC2C(=O)O)c(C(N)=O)c1-c1ccccc1 (stereo not drawn),-6%,1%,-25%,-4%,8%,19,-7%
COCCNC(=S)N(Cc1cccnc1)Cc1ccc(OC)c(OC)c1,-18%,1%,1%,-13%,41%[activator],14,?
Cc1c(C(=O)NC2=NCCS2)oc2ccccc12,-16%,?,-14%,9%,?,142,3%
Cc1ccc(Cn2c(Sc3nccc(C)n3)nc3c2c(=O)[nH]c(=O)n3C)cc1,3%,-3%,-2%,-3%,8%,-13,?
Fc1ccc(N2Cc3ccccc3-n3nncc3C2)cc1,6%,.,.,0%,.,-104*,.
Cc1cc(C)cc(NC(=O)C2CCCN2C(=O)Oc2ccccc2)c1 (stereo not drawn),-7%,8%,8%,-25%,19%,8,-14%
N#Cc1cc2cc3ccccc3nc2n2c(=O)c3ccccc3nc12,1%,0%,-11%[11.4 µM],-2%,7%,-7,?
Cc1ccc(S(=O)(=O)N2CCC(C(=O)NC3CC3)CC2)cc1,0%,3%,-13%,-11%,6%,-15,?
COC(=O)c1c(-c2cc(C)ccc2C)csc1NC(=O)C1CC=CCC1C(=O)O (stereo not drawn),-5%,4%,-22%,10%,2%,0,3%
N#C/C(=C/c1ccccc1Cl)c1nc2ccccc2c(=O)[nH]1,-5%,.,.,.,.,-9,17%
COc1ccccc1OC(C)C(=O)O (stereo not drawn),0%,2%,-3%,1%,11%,-16,2%
CCOCCn1c(=NC(=O)/C=C/c2ccccc2Cl)sc2cc(NC(C)=O)ccc21,-11%,8%,-2%,11%,4%,-26,2%
O=S(=O)(/C=C/c1ccccc1)N1CCNCC1,-1%,-1%,-5%,-9%,-9%,-22,1%
O=C(CCC1COc2ccccc2O1)NCc1ccccc1 (stereo not drawn),0%,-5%,-11%,3%,-10%,-2,?
CN(C)CCN(C(=O)c1ccc2ccccc2c1)c1nc2ccc(Br)cc2s1,-7%,-9%,0%,4%,9%,0,-9%
Cn1nnnc1NCc1ccc(Cl)c(Cl)c1,-18%,-6%,-5%,-9%,18%,26,5%
Cn1c(SCC(=O)c2ccc3c(c2)Cc2ccccc2-3)nnc1-c1ccccc1,-9%,1%,6%,-10%,1%,-34,-4%

By substructure, the compounds so far with a cyano group (4)
molecule,TbPYK inhibitor,LmPK inh,AmpC no deterg,AMA1 RON2 block,HCV inh,HCMV inh,AmpC detergent
C[C@H](CO)N1C[C@H](C)[C@@H](CN(C)S(=O)(=O)c2ccc(C#N)cc2)OCc2cnnn2CCCC1=O,4%,.,.,11%,.,1,.
N#Cc1ccc(CN(Nc2ccccc2)c2ccccc2)cc1,1%,.,.,-2%,.,-15,.
N#Cc1cc2cc3ccccc3nc2n2c(=O)c3ccccc3nc12,1%,0%,-11%[11.4 µM],-2%,7%,-7,?
N#C/C(=C/c1ccccc1Cl)c1nc2ccccc2c(=O)[nH]1,-5%,.,.,.,.,-9,17%
